# Screening results: PubChem BioAssay, National Center for Advancing Translational Sciences (NCATS)
# D1 agonist: Allosteric Agonists of the Human D1 Dopamine Receptor: qHTS; D(1A) dopamine receptor (Homo sapiens), P21728; HEK293 T-REx D1 cells, calcium flux, agonist mode; activation, % at 2 µM; actives 1% (n = 360,000); note: 0% is about no effect
# Target sequence (P21728 whole entry, looked up): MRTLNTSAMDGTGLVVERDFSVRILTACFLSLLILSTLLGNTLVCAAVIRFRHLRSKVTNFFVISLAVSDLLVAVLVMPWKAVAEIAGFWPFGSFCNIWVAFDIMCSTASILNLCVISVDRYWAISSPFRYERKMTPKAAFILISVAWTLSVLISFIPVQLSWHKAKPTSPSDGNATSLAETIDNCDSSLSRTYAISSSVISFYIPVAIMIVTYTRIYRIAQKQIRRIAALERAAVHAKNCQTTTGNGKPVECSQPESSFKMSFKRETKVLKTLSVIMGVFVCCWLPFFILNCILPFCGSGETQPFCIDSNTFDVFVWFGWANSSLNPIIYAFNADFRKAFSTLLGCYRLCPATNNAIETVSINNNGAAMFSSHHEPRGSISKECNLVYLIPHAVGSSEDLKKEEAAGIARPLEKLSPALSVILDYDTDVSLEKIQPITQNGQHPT
#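 Agonism was scored from calcium flux recorded over 180 s (1 read/s) after pintool compound addition, following a 10-cycle baseline. Cells were inducible force-coupled HEK293 TREx D1, plated overnight at 30 C and loaded with no-wash calcium dye.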
# TRHR ag: qHTS for Small Molecule Agonists and Allosteric Enhancers of Human TRH Receptor: Primary Screen for Agonists | Thyrotropin-releasing hormone receptor (Homo sapiens), P34981 | TRHR cells, calcium flux fluo-8, FDSS agonist mode | activation, % at 2 µM | actives 0.18% (n = 360,000); note: 0% is about no effect
# Target sequence (P34981 whole entry, looked up): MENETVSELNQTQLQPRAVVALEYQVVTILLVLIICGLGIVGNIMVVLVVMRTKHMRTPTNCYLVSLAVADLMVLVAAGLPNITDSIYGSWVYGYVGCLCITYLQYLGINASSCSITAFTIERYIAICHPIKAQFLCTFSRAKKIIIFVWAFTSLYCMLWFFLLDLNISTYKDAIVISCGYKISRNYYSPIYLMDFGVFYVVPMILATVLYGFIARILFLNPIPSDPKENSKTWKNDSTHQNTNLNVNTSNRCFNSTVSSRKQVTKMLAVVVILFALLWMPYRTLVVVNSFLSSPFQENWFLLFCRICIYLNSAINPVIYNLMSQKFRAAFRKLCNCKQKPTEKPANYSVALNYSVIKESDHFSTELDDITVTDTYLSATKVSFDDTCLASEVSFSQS
#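 In this calcium-flux screen, cells bearing human TRHR are dye-loaded with fluo-8, baselined for 10 cycles, then exposed to library compounds; positive kinetic calcium responses during the agonist phase mark hits, with TRH as control.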
# D2 antagonist: HTS Assay for Allosteric Antagonists of the Human D2 Dopamine Receptor: Primary Screen for Antagonists. D(2) dopamine receptor (Homo sapiens), P14416. HEK293 TREx D2 cells, calcium flux, dopamine EC80. inhibition, % at 10 µM. actives 2% (n = 340,000); in the data active = inhibition above about 30%; note: 0% is about no effect
#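 Antagonism is scored as inhibition of an EC80 dopamine-evoked calcium signal in a force-coupled, tetracycline-inducible HEK293 T-REx D2 line, with compound present 180 s before agonist.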
# TRHR enhancer: qHTS for Small Molecule Agonists and Allosteric Enhancers of Human TRH Receptor: Primary Screen for Enhancers. Thyrotropin-releasing hormone receptor (Homo sapiens), P34981. enhancement, % at 2 µM. actives 0.66% (n = 360,000). TRHR cells, fluo-8 calcium fluorescence, EC20 TRH enhancement; in the data active = enhancement above about 30%; note: 0% is about no effect
#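 TRHR-expressing cells loaded with fluo-8 calcium dye were read kinetically (ex 480/em 530) during compound addition, then stimulated with an EC20 of TRH (10 nM final). Enhancement of the Gq-mediated intracellular calcium response was scored.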
# D1 antag: Antagonist of Human D 1 Dopamine Receptor: qHTS | actives 3.2% (n = 360,000) | HEK293 TREx D1 cells, calcium flux, dopamine EC80; hits give low values | activity change, negative = inhibition, % at 10 µM | D(1A) dopamine receptor (Homo sapiens), P21728 | AID 504652, 2011; in the data active = activity change below about -30%; note: % is set by controls: 0 for no effect and ±100 for the full control effect
#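 HEK293 T-REx cells expressing inducible, force-coupled D1 receptor; no-wash Ca dye, 30–90 min RT. Cmpd → 180 s read at 1 Hz → EC80 DA → 180 s read.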
# D1 potentiator: Potentiators of Human D1 Dopamine Receptor: qHTS; D(1A) dopamine receptor (Homo sapiens), P21728; potentiation, % at 10 µM; actives 0.036% (n = 360,000); HEK293 TREx D1 cells, calcium flux, dopamine EC20 potentiation; in the data active = potentiation above about 30%; note: 0% is about no effect
# D2 agonist: HTS Assay for Allosteric Agonists of the Human D2 Dopamine Receptor: Primary Screen for Agonists; HEK293 T-REx D2 cells, calcium flux agonist mode; activation, % at 2 µM; D(2) dopamine receptor (Homo sapiens), P14416; actives 0.53% (n = 340,000);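 active = activation over 3 SD above normal in the single-dose calcium agonist read, cut at about 30% in these data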; note: 0% is about no effect
#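 In this primary screen, compounds producing a positive calcium signal within 180 s of addition to tetracycline-induced, force-coupled HEK293 Trex D2 cells are flagged; cells are dye-loaded with a no-wash calcium kit beforehand.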
# D2 PAM: HTS Assay for Positive Allosteric Modulators of the Human D2 Dopamine Receptor: Primary Screen for Potentiators; actives 0.34% (n = 340,000); D(2) dopamine receptor (Homo sapiens), P14416; potentiation, % at 10 µM; AID 485347, 2010; HEK293 T-REx D2, calcium flux, EC20 dopamine potentiation;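 active = potentiation over 3 SD above the plate norm, cut at about 30% in these data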; note: 0% is about no effect
#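 Primary screen. Calcium kinetics in induced HEK293 T-REx D2 cells: compound pre-addition 180 s, EC20 dopamine, 180 s more.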
# RXFP1 antag: qHTS Assay for Antagonists of the Relaxin Receptor RXFP1; HEK293-RXFP1, relaxin-stimulated cAMP HTRF, 30 min; hits give low values; activity change, negative = inhibition, % at 57.5 µM; actives 0.59% (n = 350,000); AID 1259400, 2018;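 active = activity change of -60% or lower, but not beyond a set lower limit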; note: % is set by controls: 0 for no effect and ±100 for the full control effect
# * hit, by the source's call; · = no result given. Cut-off read from the data, not from the text of the source, unless noted: active = activation above about 30%; inactive = the rest. An unsorted share of the library; about 7.3% have a hit in one of these screens.
SMILES,D1 agonist,TRHR ag,D2 antagonist,TRHR enhancer,D1 antag,D1 potentiator,D2 agonist,D2 PAM,RXFP1 antag
CN(Cc1ccccc1)C(=O)CN1C(=O)C2C3C=CC(C3)C2C1=O (stereo unspecified),0,0.1,-3,2,7,-1,-0.1,5,-9
C[C@@H](C(=O)Nc1ccc2ccccc2c1)[C@H]1C[C@]1(C)[C@H](NS(=O)(=O)c1ccc(-c2ccccc2)cc1)c1ccccc1,3,0.6,0,-6,-18,-4,1.2,5,·
COc1cc(OC)c(S(=O)(=O)NCc2cccnc2)cc1NC(C)=O,0,0.3,9,-2,5,-1,0.8,0,3
CC1(C)OC(=O)C(=NNc2ccccc2)C(=O)O1,1,1.0,·,2,2,-2,·,·,-6
CCOP(=O)(OCC)c1nc(-c2ccc(OC)cc2)oc1N1CCOCC1,1,0.0,-22,-3,-7,-4,1.0,3,-1
Cc1cccc(C(=O)C2CCN(S(=O)(=O)c3cccc(C(=O)O)c3)CC2)c1,1,1.0,-9,0,7,-5,0.9,4,-7
COc1ccc(CCC(=O)NCc2ccc3c(c2)CCN3C(=O)c2ccc(F)cc2)cc1,-1,-1.2,·,-2,-2,-3,1.6,8,7
CSCCC(NS(=O)(=O)c1ccc(Cl)cc1)C(=O)OCC(=O)NC12CC3CC(CC(C3)C1)C2 (stereo unspecified),-1,-0.2,12,-8,·,-4,0.4,-4,-8
O=C1COc2ccc(C(=O)COC(=O)CCSc3ccccc3)cc2N1,11,-0.8,10,-9,-31*,-3,0.3,1,-6
COc1ccc(N2CCN(C3CCCN(Cc4cccc(C(C)=O)c4)C3)CC2)cc1 (stereo unspecified),-1,0.0,-25,5,16,1,1.5,13,-3
COc1ccc(CC(=O)NNC(=O)c2ccco2)cc1OC,-1,0.4,-19,4,6,-3,-0.5,12,-13
CN(CC(=O)Nc1ccccc1Sc1ccccc1)C1CCCCC1,10,1.2,6,14,9,0,0.1,-1,-13
CC(=O)N(c1ccc2oc(=O)sc2c1)S(=O)(=O)c1ccccc1,4,-0.3,0,2,8,-5,-0.7,4,-12
O=c1c(Cc2c(F)cccc2Cl)c(O)ccn1CC1CCCO1 (stereo unspecified),-1,0.7,-9,2,·,-2,0.2,3,1
COc1cc2c(cc1NC(=O)C(C)OC(=O)C1CC(=O)N(Cc3ccco3)C1)oc1ccccc12 (stereo unspecified),1,-1.2,-10,21,-1,-2,0.0,-7,7
CCOC(=O)N1CCN(c2c(NCCCN(CC)Cc3ccccc3)c(=O)c2=O)CC1,3,0.2,-7,4,8,0,-1.5,8,6
Cc1ccc(N(C(=O)C2CCC(=O)N2)C2(C(=O)NC3CCCC3)CCCCC2)cc1 (stereo unspecified),2,-0.2,-9,-7,6,-2,-0.4,-7,-9
N#Cc1ccc(OCC(=O)OCC(=O)c2ccc[nH]2)cc1,5,-0.1,-5,5,0,-18,-0.3,13,-8
O=C(CSc1cn(CC(=O)N2CCOCC2)c2ccccc12)Nc1ccccc1F,2,-0.2,·,6,-11,2,-0.2,1,-9
Cc1ccc(NC(=O)N(CCCN2CCOCC2)Cc2cc3cc4c(cc3[nH]c2=O)OCO4)cc1,3,-0.7,2,-4,9,3,-1.0,-3,-4
Clc1ccccc1OCc1nn2c(-c3ccncc3)nnc2s1,-1,-0.1,-6,-4,11,2,1.5,·,19
Cc1ccc(C(=O)Oc2ccc(Cl)c3cccnc23)cc1[N+](=O)[O-],2,0.1,19,-2,-7,-11,0.1,4,-14
COc1ccc(Cc2nnc(NC(=O)Nc3ccc(F)cc3)s2)cc1OC,1,-0.4,5,2,22,6,-0.3,-2,7
Cc1cccc(N(CC(=O)NC2CC3CCC2C3)S(=O)(=O)c2ccccc2)c1 (stereo unspecified),4,3.1,-5,-8,-17,-4,0.6,-11,-3
O=S(=O)(c1ccc(C(F)(F)F)cc1)N1CCN(S(=O)(=O)c2ccc3c(c2)OCCO3)CC1,-1,-0.2,·,-1,11,7,·,·,·
C[C@@H](CN=[N+]=[N-])CN1CC[C@H](NC(=O)OCc2ccccc2)CCC1=O,2,-0.3,17,6,4,-5,0.0,6,·
COc1ccc(NS(=O)(=O)c2ccc(NC(=S)NCC3CCCO3)cc2)cc1 (stereo unspecified),9,1.6,1,-4,1,1,2.1,-8,-9
Cc1ccc(N(C)S(=O)(=O)c2cc(-c3cnc(C4CC4)o3)ccc2C)cc1,0,0.3,2,7,-3,2,0.3,-32,26
COc1ccc(NC(=O)CSc2nncn2N)c(OC)c1,4,0.4,12,8,15,3,-0.1,6,-4
COc1ccc(OC)c(NC(=O)CCC(=O)Nc2nnc(C(F)(F)F)s2)c1,3,0.7,-17,6,0,0,0.8,-1,-2
CCOc1ccc(NC(=O)CNC(=O)c2ccc(OC)c(OC)c2)cc1,1,-0.1,8,-3,0,2,0.2,-8,-2
COc1cccc(Nc2nc(N)nc(-c3oc4ccccc4c3C)n2)c1,3,0.1,-14,-2,-5,-3,-0.1,-6,-3
Cc1ccc(-c2c3c(nc4sc(C(N)=O)c(N)c24)CCCC3)o1,-1,-0.1,-7,2,4,0,31*,-13,13
Cc1cc(Oc2ccc(-c3nnc(-c4ccccc4)o3)cc2[N+](=O)[O-])ccc1Cl,2,0.2,-22,-1,0,2,-0.5,-1,-5
CC(C)(C)c1nnc2sc(SCC(=O)c3ccccc3)nn2c1=O,2,1.9,-1,-3,0,1,0.4,13,-10
COc1ccccc1C(=O)NCc1ccccn1,1,0.3,-4,3,1,-1,0.9,0,4
CC(=O)N1CCCN(C(=O)c2ccc3nc(Cc4cccc(Cl)c4)oc3c2)CC1,4,0.2,-51,2,7,3,1.2,14,-6
COc1ccc(C(=O)NC(=S)Nc2ccc3oc(=O)ccc3c2)cc1,4,0.2,-4,1,-4,1,-0.3,-8,-3
O=C(Nc1ccc2nc3n(c(=O)c2c1)CCCCC3)C(=O)Nc1ccccc1F,5,0.2,·,-3,-12,-3,-0.4,-1,2
CSCC[C@H](NC(=O)[C@@H]1Cc2ccccc2CN1)C(=O)Nc1ccc2c(c1)OCCO2,7,0.2,-14,-4,-22,-8,-0.7,-12,-17
CC1=CC(C)(C)n2c(O)c(N=NC(N)=S)c3c(C)c(C)cc1c32,4,-0.3,1,4,3,-2,-0.6,7,6
NS(=O)(=O)c1ccc(NC(CNS(=O)(=O)c2ccccc2)c2ccccc2)cc1 (stereo unspecified),2,-0.1,14,-6,0,-2,-0.1,-3,-4
Brc1ccc2c(c1)C(C1=NCCN1)c1ccccc1CS2 (stereo unspecified),13,2.4,-5,-2,2,-4,2.0,-2,·
CS/C(=N\S(=O)(=O)c1cccs1)Nc1ccc(F)c(Cl)c1,13,-1.4,-15,5,-10,-7,-1.4,-6,-1
CSC(=NNC(=O)c1ccc(O)cc1)SC,2,0.1,-22,4,8,4,-0.6,-15,-20
Cc1nc(-c2ccccc2)sc1-c1ccc(SCC(=O)Nc2ccc(F)cc2F)nn1,4,0.9,·,3,-10,0,0.4,1,-30
CC(C)(C)NC(=O)C[n+]1ccc(C(N)=O)cc1,2,0.7,-9,3,-3,-4,2.2,-2,-6
COc1ccc(NC(=O)N2c3ccccc3CC2C)cc1OC (stereo unspecified),-1,-0.1,-4,5,-11,-2,0.2,1,-15
CCCCCCOc1ccc(/C=C/C(=O)N2CCOCC2)cc1OC,3,-0.2,-4,-1,8,1,0.6,1,4
CCOC(=O)N1CCN(c2nc(-c3ccccc3)c3cc(C)ccc3n2)CC1,4,-0.5,24,-2,-6,-2,-1.4,10,5
# Following part.
SMILES,D1 agonist,TRHR ag,D2 antagonist,TRHR enhancer,D1 antag,D1 potentiator,D2 agonist,D2 PAM,RXFP1 antag
Clc1ccc(-c2cn3cccnc3n2)cc1,1,-0.7,5,6,5,-4,-0.2,6,-6
COc1cccc(NC(=O)c2c(C)cc(C)cc2CC(C)(C)C(=O)O)c1,3,-0.1,-11,-5,7,-3,-1.1,9,-4
O=C(CSc1nnc(CNC(=O)c2ccccc2)o1)NCCc1ccccc1,6,-0.6,2,7,-2,-5,0.4,16,2
COCC1CCN(Cc2cn(-c3ccccc3F)nc2-c2cc(C)sc2C)CC1,-1,-0.2,73*,1,-6,-2,-0.7,-17,-3
Cc1ccc(N=C2C(=O)Nc3ccc(Br)cc32)cc1,-1,-0.5,-4,6,6,-3,-0.6,10,-6
CCN(C(=O)CSc1nnc(-c2ccncc2)n1-c1ccccc1)C1CCS(=O)(=O)C1 (stereo unspecified),2,-0.1,0,-4,9,1,1.3,1,8
COCCN(C(=O)COC(=O)CCn1c(C)csc1=O)c1c(N)n(Cc2ccccc2)c(=O)[nH]c1=O,3,-0.9,-8,3,16,-1,0.1,-1,5
Cc1cccc2cc(C(c3nnnn3C(C)(C)C)N(Cc3ccco3)CC3CCCO3)c(=O)[nH]c12 (stereo unspecified),1,-0.5,·,-3,-2,-1,·,·,-5
CC(C)(C)OC(=O)NC1CC2CCCC(C1)N2Cc1ccccc1 (stereo unspecified),3,0.2,60*,2,12,-1,0.7,-33,-16
O=C(C1CCCN(Cc2cccc(F)c2)C1)N1CCCCC1 (stereo unspecified),1,0.1,0,0,-10,-3,-0.3,-7,6
COC(=O)C1=CN(c2cccc(Cl)c2)C=C(C(=O)OC)C1c1cccc(OC)c1,8,1.0,6,-6,-12,-2,0.8,-1,-3
